ABCB6 inh MLPCN: ABCB6 transporter inhibitors, primary screen, K562-ABCB6 cells, flow cytometry, MLPCN library; K562-ABCB6 porphyrin accumulation, 1 h; stronger effect = lower value; 360,000 tested, 0.19% active; ATP-binding cassette sub-family B member 6 (Homo sapiens), Q9NP58; fluorescence ratio to DMSO, % at 10 µM;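 active means fluorescence ratio to DMSO below 75%, the collection mean minus 3 SD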;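 further: signal is porphyrin accumulated inside mitochondria; 100% equals median channel fluorescence of DMSO control wells; lower ratio means ABCB6 inhibition with less porphyrin fluorescence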
Target sequence (Q9NP58 whole entry, looked up): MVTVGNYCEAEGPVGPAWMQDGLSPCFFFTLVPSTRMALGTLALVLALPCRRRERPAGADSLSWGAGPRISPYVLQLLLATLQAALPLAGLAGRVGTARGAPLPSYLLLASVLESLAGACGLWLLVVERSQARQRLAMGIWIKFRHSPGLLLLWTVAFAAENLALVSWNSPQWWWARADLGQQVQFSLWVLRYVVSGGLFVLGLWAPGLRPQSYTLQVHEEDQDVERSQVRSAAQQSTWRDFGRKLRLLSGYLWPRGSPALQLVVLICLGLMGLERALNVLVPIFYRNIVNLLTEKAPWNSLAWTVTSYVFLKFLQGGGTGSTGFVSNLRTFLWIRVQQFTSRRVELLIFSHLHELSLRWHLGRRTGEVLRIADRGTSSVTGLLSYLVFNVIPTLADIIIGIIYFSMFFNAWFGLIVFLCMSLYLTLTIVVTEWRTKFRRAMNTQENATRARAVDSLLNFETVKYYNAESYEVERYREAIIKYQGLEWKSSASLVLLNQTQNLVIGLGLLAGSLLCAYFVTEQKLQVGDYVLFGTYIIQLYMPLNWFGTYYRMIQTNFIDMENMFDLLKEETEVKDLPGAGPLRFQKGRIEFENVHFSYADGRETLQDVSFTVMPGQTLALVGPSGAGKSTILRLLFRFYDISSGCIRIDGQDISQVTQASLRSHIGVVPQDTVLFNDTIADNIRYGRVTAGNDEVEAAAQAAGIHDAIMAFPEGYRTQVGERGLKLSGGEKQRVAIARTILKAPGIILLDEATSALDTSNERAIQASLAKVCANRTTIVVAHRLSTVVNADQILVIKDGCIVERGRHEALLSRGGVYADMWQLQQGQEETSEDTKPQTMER
Exocytosis inh: LAMP-1 surface exposure blockers, TALL-104 cells – cell-based, flow cytometry, MLPCN library, primary screen; 360,000 tested, 0.66% active; AID 651702, 2012; inhibition, % at 10 µM; TALL-104 LAMP-1 surface exposure; cells stimulated with thapsigargin and PMA;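 active means inhibition above about 55%, limit read from the data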
Vif imaging: HIV Vif self-association inhibitors, primary screen, imaging, HEK293T, single point; AID 602346, 2012; inhibition, % at 7.49 µM; 340,000 tested, 0.35% active; HEK293T cells, Vif self-association by quenched fluorescence, 24 h; in the data active means inhibition above about 50%, passing the limit was not always enough; further: some results filed as inactive read as strong as hits
ABHD5-PLIN5 inh: ABHD5-PLIN5 interaction inhibitors, primary screen, cell lysate, split luciferase complementation, luminescence; Split G. princeps luciferase complementation, 4 h; inhibition, % at 4 µM; AID 602281, 2012; Perilipin-5 (Homo sapiens) + 1-acylglycerol-3-phosphate O-acyltransferase ABHD5 (Homo …; 360,000 tested, 0.78% active;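 active means inhibition above the mean inhibition across every tested compound plus 3 SD, cut at about 22% in these data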;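 further: 0% = DMSO only wells and the 100% control is not disclosed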
MC4R antagonist: MC4R antagonists of cAMP signaling, primary screen, cell-based, TR-FRET, antagonist arm of biased-ligand search. Melanocortin receptor 4 (Homo sapiens), P32245. MC4R-expressing cells, MTII-stimulated cAMP, LANCE TR-FRET. inhibition, % at 6.5 µM. 360,000 tested, 0.48% active;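 active means inhibition above its plate's cutoff, the mean of tested wells on that plate plus 3 SD, cut at about 29% in these data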;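 further: 0% = Melanotan II alone and 100% = Melanotan II plus saturating MCL0020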
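Assay system: U2OS-MC4R stable cell line; Also added: Melanotan II; Technique: Eu-cAMP/anti-cAMP TR-FRET, emission 671 nm; Times: 30-min compound, 1-h challenge, 1-h detection, room temperature.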
N-glyco inh: increase of ERlucT glycosylation luciferase signal, primary screen, N-linked glycosylation inhibitor project, D54 ERlucT cells, luminescence, set 2; D54 ERlucT glycosylation luciferase reporter, 24 h; percent of 100 nM tunicamycin response; reporter increase, % at 12.5 µM; 360,000 tested, 0.23% active;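 active means mean luciferase reporter signal, scaled so untreated is 0 and the glycosylation-blocking control 100, at or above a set limit in every replicate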;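 further: luciferase carries N-glycosylation sites so blocking glycosylation raises the light; 0% = median of neutral control wells and 100% = median of 100 nM tunicamycin wells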
aDG glyco act: activators of alpha-DG glycosylation, primary screen, uHTS, Pro5-aDG cells, AlphaScreen; alpha-DG glycosylation AlphaScreen (IIH6); 0% Pro5, 100% B10-LARGE cell signal; activation, % at 10 µM; 360,000 tested, 0.22% active;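 active means activation of at least 8% versus controls, or a plate z-score of at least 8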;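 further: Pro5 are CHO cells carrying HIG-tagged alpha-DG that lacks glycosylation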
NOD2-RIPK2 inh: NOD2-RIPK2 binding disruptors in cells, primary screen, fluorescence, CHO cells, BLA complementation. Receptor-interacting serine/threonine-protein kinase 2 (Homo sapiens), O43353. CCF4 ratio. inhibition, % at 4.98 µM. 360,000 tested, 0.38% active. AID 624267, 2012; in the data active means inhibition above about 21%;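 further: 0% = vehicle only and 100% = reference blocker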
TLR9-MyD88 block: inhibitors of TLR9-MyD88 association in cells, primary screen, cell-based, CHO, BLA complementation, fluorescence; CCF4 FRET ratio; inhibition, % at 4.98 µM; 340,000 tested, 0.21% active;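 active means inhibition above the mean over all tested compounds plus 3 SD, cut at about 21% in these data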;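 further: 0% = DMSO only wells and 100% = clavulanate BLA inhibitor control wells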
MC4R ag barr: MC4R agonists recruiting beta-arrestin, primary screen, cell-based, luminescence, agonist arm of biased-ligand search | Melanocortin receptor 4 (Homo sapiens), P32245 | U2OS MC4R beta-arrestin complementation; percent of melanotan II response, DMSO zero | activation, % at 8.9 µM | 360,000 tested, 0.98% active | AID 540308, 2011;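 active means activation above a per-plate cutoff, the mean activation of sample wells on that plate plus 3 SD, cut at about 8% in these data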
* hit, by the source's call; · = not tested or not shown. This is a subset. The share of hits here may be higher or lower than overall.

SMILES | ABCB6 inh MLPCN | Exocytosis inh | Vif imaging | ABHD5-PLIN5 inh | MC4R antagonist | N-glyco inh | aDG glyco act | NOD2-RIPK2 inh | TLR9-MyD88 block | MC4R ag barr
Cc1cn([C@H]2C[C@H](O)[C@@H](CNCc3ccc(C#CCCO)cc3)O2)c(=O)[nH]c1=O | 105.0 | -10.5 | -5.2 | -7.3 | -2.8 | 0.2 | -0.2 | 0.9 | 5.8 | -1.3
O=C(NC1CCCCC1)NC12CC3CC(CC(C3)C1)C2 | 99.0 | 4.4 | -3.7 | 9.8 | 8.3 | -3.5 | -0.3 | -13.1 | -3.1 | 2.4
CCCc1cc(=O)n2c([nH]c3ccccc32)c1C#N | 97.0 | -1.1 | · | 2.8 | -3.4 | 4.3 | -0.2 | 1.4 | 4.7 | 1.2
CC(=O)c1cccc(N(C(=O)c2ccco2)C(C(=O)NC2CCCC2)c2cccs2)c1 (configuration not stated) | 100.0 | 2.6 | 1.1 | -4.0 | 23.2 | -2.0 | 0.1 | 3.6 | -2.2 | 0.2
COc1ccc(NC(=O)C2CCN(S(=O)(=O)c3cccc4cccnc34)CC2)cc1 | 99.0 | 2.8 | -1.7 | 6.1 | 4.4 | -0.2 | 0.2 | 3.3 | -5.0 | -1.0
S=C(NCCc1ccccn1)Nc1ccc(Cl)cc1Cl | 99.0 | -2.6 | -0.3 | -5.0 | -1.0 | -2.0 | 0.3 | 1.0 | -3.0 | -2.2
COc1ccc(C(CNc2nc(-c3cccnc3)nc3ccccc23)N(C)C)cc1 (configuration not stated) | 100.0 | 40.6 | 23.2 | 2.1 | 5.8 | 12.0 | 0.1 | 0.1 | -1.5 | 0.9
COc1ccc(-c2n[nH]c(=S)n2-c2ccccc2C)cc1OC | 99.0 | 5.5 | 6.0 | 5.2 | 4.3 | 0.2 | 0.1 | -1.1 | -2.5 | -1.0
Cc1cc(C)nc(SCC(=O)Nc2ccc(S(=O)(=O)Nc3ncccn3)cc2)n1 | 98.0 | -1.4 | · | -4.3 | 17.3 | 3.2 | -0.1 | 1.7 | -5.1 | 1.3
COc1ccc(NC(=O)c2sccc2C)c([N+](=O)[O-])c1 | 145.0 | -1.3 | -11.2 | -6.3 | -4.9 | -2.6 | 0.0 | -0.6 | -2.0 | 5.3
CC1CCCN(C(=O)CSc2nnc(-c3cccs3)o2)C1 (configuration not stated) | 103.0 | -6.3 | 10.2 | -5.7 | 0.9 | -3.9 | 0.0 | -1.8 | -3.0 | 0.5
CCC(C)[C@H](NC(=O)NC1CCN(Cc2ccccc2)CC1)C(=O)OC (some centres not stated) | 105.0 | -2.2 | 0.7 | -6.9 | 10.9 | -4.4 | -0.1 | -17.8 | -0.2 | -0.4
CCCCCC1(C)NC(=S)N(c2ccccc2)N1 (configuration not stated) | 104.0 | -1.6 | 0.7 | -3.6 | 14.6 | 2.3 | -0.1 | 5.3 | -2.5 | -1.6
CCOC(=O)C1CCN(S(=O)(=O)c2cc(C(=O)N3CCCCC3)ccc2OC)CC1 | 90.0 | -0.1 | 0.9 | 5.0 | 0.9 | -1.7 | -0.2 | -3.8 | 5.6 | -0.9
Nc1cc(C(=O)O)c(Oc2ccc(Cl)cc2Cl)cc1C(=O)O | 96.0 | -2.6 | -0.5 | -1.1 | -4.2 | 2.4 | -0.2 | -10.0 | -6.1 | -1.5
Cc1csc(=O)n1CC(=O)OCc1nnc(-c2ccc([N+](=O)[O-])cc2)o1 | 101.0 | -16.5 | 5.0 | -1.3 | 3.0 | 2.5 | -0.3 | -1.0 | 4.0 | 1.8
Nc1nnc(SCC(=O)OCC(=O)Nc2ccccc2F)s1 | 96.0 | -1.6 | 7.5 | 5.5 | 7.9 | 0.6 | -0.4 | -11.2 | 2.4 | -2.5
c1ccc(-c2nnc(CSc3nncs3)o2)cc1 | 103.0 | -1.1 | 6.8 | -4.6 | 8.9 | -0.1 | -0.1 | -5.3 | 3.0 | -1.4
O=C(O)Cn1c(O)c(C2=c3ccccc3=NC2=O)sc1=O | 94.0 | -12.2 | -6.2 | -26.0 | -15.1 | 0.8 | 0.3 | -2.7 | -5.5 | -1.6
Cc1ccc(N2C(=O)C3C(c4ccccc4)(C2=O)C3(c2ccccc2)c2ccccc2)cc1 (configuration not stated) | 84.0 | -6.0 | -23.6 | -3.8 | 7.8 | -5.8 | -0.2 | -6.0 | -11.6 | -2.2
N#C/C(=C\c1c(Cl)cccc1Cl)c1nn(-c2ccccc2)c(-n2cccc2)c1C#N | 100.0 | 11.7 | -0.6 | 14.8 | 3.0 | -7.6 | -0.6 | 3.2 | 10.1 | 1.6
Cc1ccc(C)c(S(=O)(=O)N2CCCCC2CCNC(=O)C(=O)NCc2ccncc2)c1 (configuration not stated) | 92.0 | -2.6 | -8.8 | 4.8 | 0.4 | 1.7 | 0.2 | -1.2 | 4.7 | -0.7
CCOC(=O)c1c(NC(=O)c2ccccc2N(C)S(=O)(=O)c2ccccc2)sc2c1CCCC2 | 103.0 | 0.3 | -2.6 | -3.2 | -5.7 | 7.0 | -0.1 | 1.2 | 4.8 | -2.2
CN1CCN(CC(O)COc2ccc(C(=O)O)cc2)CC1 (configuration not stated) | 95.0 | -2.0 | -1.2 | -3.0 | 15.7 | 3.3 | -0.1 | 2.9 | -16.9 | -0.5
O=C1NC(=Nc2ccccc2Cl)S/C1=C\c1cc([N+](=O)[O-])ccc1O | 123.0 | -1.4 | -1.1 | 6.4 | -12.8 | 3.2 | 0.2 | 5.1 | -2.8 | -1.1
Carrying on.
SMILES | ABCB6 inh MLPCN | Exocytosis inh | Vif imaging | ABHD5-PLIN5 inh | MC4R antagonist | N-glyco inh | aDG glyco act | NOD2-RIPK2 inh | TLR9-MyD88 block | MC4R ag barr
CN(C)C(=S)Nc1nc2ccccc2s1 | 98.0 | -3.2 | -16.9 | 3.3 | 15.3 | -2.8 | -0.5 | -6.1 | -5.8 | -0.1
O=C(NCCN1CCCC1=O)Nc1ccccc1 | 89.0 | -1.5 | · | -2.0 | 3.7 | 1.6 | -0.2 | 0.1 | -0.5 | -0.9
COc1cccc(CNC(=O)Cn2ccc3cc(S(=O)(=O)N4CCCC4)ccc32)c1 | 101.0 | -4.5 | 16.6 | -9.2 | -0.2 | -1.7 | -0.4 | -2.0 | -17.0 | 1.1
CC(C)NS(=O)(=O)c1cc(F)ccc1CN1C(=O)c2cccnc2C1=O | 100.0 | -5.5 | 13.3 | 7.5 | 9.3 | 1.1 | -0.1 | 0.3 | -11.3 | -0.2
O=C(CCn1c(=S)oc2ccccc21)Nc1ccc2c(c1)OCCO2 | 101.0 | -3.2 | 15.5 | -6.5 | -0.1 | 2.3 | 0.1 | -0.7 | -11.5 | -0.7
Cc1ccc(-c2nc3ccc(Cl)cn3c2Cc2ccccc2C(F)(F)F)cc1 | 103.0 | -6.3 | 17.1 | -0.5 | · | -0.3 | 0.0 | -19.2 | · | ·
CCC(=O)Nc1cc2c3c(c1)CCN3C(=O)CC2 | 94.0 | -1.3 | 3.5 | -0.3 | 1.1 | -0.3 | 0.0 | 8.8 | -7.8 | 0.1
COc1ccc(CCC(=O)Nc2ccc(S(=O)(=O)Nc3ncccn3)cc2)cc1 | 98.0 | -4.4 | 1.9 | -0.7 | 2.0 | 0.5 | -0.2 | 2.0 | -1.4 | -1.4
CCCCNC(=O)C1(C)CCCCN1C(=O)c1ccc(F)cc1Cl (configuration not stated) | 92.0 | -2.9 | 0.3 | 6.6 | -3.5 | 1.0 | -0.1 | -3.6 | · | -2.0
COCCN(Cc1nc(-c2ccc(-c3ccccc3)cc2)oc1C)C(C)C | 97.0 | 23.9 | 2.8 | 12.3 | -0.9 | -8.8 | -0.2 | 4.7 | -1.9 | -0.5
O=C(COC(=O)c1ccc(N2CCOCC2)c([N+](=O)[O-])c1)Nc1ccc2c(c1)OCO2 | 99.0 | -0.5 | 1.3 | 0.7 | 9.2 | 0.5 | 0.8 | 5.6 | -3.0 | -2.4
CC(=O)CC(=O)Nc1ccc(Cl)cn1 | 97.0 | 2.4 | 1.2 | 5.2 | 6.8 | -0.8 | 0.3 | -3.5 | -2.3 | -5.6
O=C(OCc1nc2ccccc2s1)c1cccc(N2C(=O)CCC2=O)c1 | 96.0 | -1.8 | -6.1 | 1.9 | -0.9 | 2.0 | 0.1 | -4.0 | -12.4 | -1.4
C#CCOCCOCCOCCNc1nc(N2CCOCC2)nc(N2CCN(C(=O)[C@H](CC(N)=O)n3cc(C(N)[C@@H](C)CC)nn3)CC2)n1 (some centres not stated) | 96.0 | -3.0 | · | -2.3 | 2.3 | 1.7 | 0.0 | -0.5 | 2.6 | 0.3
COc1cc(S(=O)(=O)N2CCOCC2)ccc1NC(=O)CSc1nnc(N)s1 | 97.0 | -6.8 | -7.7 | 2.4 | 11.2 | -0.3 | 0.0 | -0.9 | -8.0 | -2.1
Brc1ccc2c(c1)[C@H]1OCC[C@H]1[C@@H](c1cccs1)N2 | 97.0 | 1.0 | 0.7 | -12.5 | -3.0 | 5.4 | 0.0 | -3.4 | -2.9 | 0.0
Cc1ccc(O)c(C2=NCCNC(C(F)(F)F)=C2)c1 | 103.0 | 0.5 | -1.5 | 4.4 | 4.6 | 3.0 | -0.1 | -2.2 | 4.4 | -1.6
Cc1nnc(SCC(=O)N2CCOCC2)[nH]c1=O | 90.0 | 1.1 | 0.8 | 3.2 | 2.1 | 0.3 | -0.3 | 4.3 | 6.6 | 1.6
CCN(CC)CCCC(C)NC(=O)c1cc(=O)c2ccccc2o1 (configuration not stated) | 95.0 | 5.2 | -2.4 | 0.2 | 9.7 | -0.7 | -0.2 | -5.2 | -4.0 | -3.9
CCCCN(C(=O)c1[nH]c(C)c(C(C)=O)c1C)c1c(N)n(CCCC)c(=O)[nH]c1=O | 94.0 | -3.2 | · | 4.9 | 7.2 | 0.6 | 0.0 | 1.6 | -2.8 | -3.8

Taken from above:
`Cc1nnc(SCC(=O)N2CCOCC2)[nH]c1=O` in ABCB6 inh MLPCN is listed with 90.0
`Cc1ccc(O)c(C2=NCCNC(C(F)(F)F)=C2)c1` in Exocytosis inh is listed with 0.5
`COc1ccc(CCC(=O)Nc2ccc(S(=O)(=O)Nc3ncccn3)cc2)cc1` in Exocytosis inh is listed with -4.4
